hgDAF-12 ag: activates the H. glycines DAF-12 receptor ligand-binding domain | HEK293 GAL4-hgDAF12 UAS-luciferase reporter, agonist luminescence; normalized to butyrate control | activation, % at 6.8 µM | actives 1.8% (n = 370,000);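 active means activation above a cutoff set at the mean of all screened compounds plus 3 SD, cut at about 10% in these data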;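 further: 0% = DMSO wells and 100% = sodium butyrate wells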
PLCb3 inh: PLC-beta3 (human) inhibition, primary screen. inhibition, % at 12.2 µM. Q01970. actives 0.18% (n = 370,000). Purified PLC-beta3, fluorogenic substrate, fluorescence; in the data active means inhibition above about 11%;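 further: 0% = median of compound wells on plate and 100% = full blocker control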
HGIII-sPLA2 inh: Blocks human group III sPLA2 activity | Q9NZ20 | QFRET BODIPY PC-A2 liposome hydrolysis, fluorescence | inhibition, % at 12.2 µM | actives 0.56% (n = 370,000) | AID 743126;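 active means inhibition above mean plus 3 SD of compounds lying within the high and low control bounds, cut at about 19% in these data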;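 further: 0% = median of test compound wells and 100% = no enzyme DMSO wells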
Target sequence (Q9NZ20 whole entry, looked up): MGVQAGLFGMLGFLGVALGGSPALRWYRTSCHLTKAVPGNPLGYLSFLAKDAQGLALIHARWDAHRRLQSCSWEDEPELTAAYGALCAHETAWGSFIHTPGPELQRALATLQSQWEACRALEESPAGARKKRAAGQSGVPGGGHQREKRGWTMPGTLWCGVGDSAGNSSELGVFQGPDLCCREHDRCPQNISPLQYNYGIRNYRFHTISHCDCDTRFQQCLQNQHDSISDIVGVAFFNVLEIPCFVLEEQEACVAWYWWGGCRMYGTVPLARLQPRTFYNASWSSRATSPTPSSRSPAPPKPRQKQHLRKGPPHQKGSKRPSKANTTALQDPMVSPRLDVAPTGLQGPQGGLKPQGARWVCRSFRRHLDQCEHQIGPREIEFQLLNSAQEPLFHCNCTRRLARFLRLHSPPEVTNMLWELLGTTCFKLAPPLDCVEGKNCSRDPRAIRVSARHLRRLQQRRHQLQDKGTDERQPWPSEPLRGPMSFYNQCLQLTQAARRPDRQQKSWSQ
GAA850 FXN act: increases GAA850 frataxin promoter reporter activity; HEK293 lucGAA850 FXN promoter luciferase reporter, 24 h; percent of 10 µM SAHA response; activation, % at 6 µM; actives 0.56% (n = 360,000);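 active means activation above the average of all compounds screened plus 3 SD, cutoff fixed separately per campaign, cut at about 7.5% in these data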;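 further: 0% = DMSO wells and 100% = 10 µM SAHA wells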
NR1D1 modulator: modulates human Rev-erb alpha binding to DNA; P20393; Rev-erbα–FITC-DNA binding, fluorescence polarization, 90 min; activity, % at 10 µM; actives 0.79% (n = 370,000);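 active means activity above about 14%, limit read from the data; passing the limit was not always enough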;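 further: 0% = DMSO wells with 35 nM protein and 100% = DMSO wells with 750 nM protein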
PG9 binder: small molecules binding HIV-1 gp120 antibody PG9 | TR-FRET gp120-PG9 antibody binding | inhibition, % at 6.7 µM | actives 0.43% (n = 360,000); in the data active means inhibition above about 8.5%
DAX1 inh-1: NR0B1 (DAX1) inhibition. P51843. HEK293 Gal4-DAX1 luciferase reporter, luminescence. inhibition, % at 6.75 µM. AID 504766. actives 0.99% (n = 340,000);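 active means inhibition above the mean over all tested compounds plus 3 SD, cut at about 4.2% in these data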;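 further: 0% = DAX1-transfected cells with DMSO and 100% = empty-vector control cells with DMSO; inhibition shows as a rise in luminescence from relieved DAX1 repression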
Target sequence (P51843 207-470 limits assumed): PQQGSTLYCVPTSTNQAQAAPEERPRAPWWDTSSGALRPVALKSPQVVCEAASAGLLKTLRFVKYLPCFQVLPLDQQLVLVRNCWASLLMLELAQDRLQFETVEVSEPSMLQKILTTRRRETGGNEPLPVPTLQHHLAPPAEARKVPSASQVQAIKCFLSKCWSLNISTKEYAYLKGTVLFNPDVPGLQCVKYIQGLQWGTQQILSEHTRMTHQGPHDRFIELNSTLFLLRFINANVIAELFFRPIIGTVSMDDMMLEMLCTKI
hcDAF12 agonist: activators of H. contortus DAF-12 nuclear receptor | HEK293 hcDAF-12 lit1-tk-luc reporter, luminescence; 0% DMSO, 100% Δ7-dafachronic acid | activation, % at 6.8 µM | actives 1.4% (n = 370,000);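 active means activation above the mean of all tested compounds plus 3 SD, cut at about 5.5% in these data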;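 further: 100% = response to 3 µM Δ7-dafachronic acid high control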
ssDAF12 agonist: activates DAF-12 receptor from parasite S. stercoralis; HEK293 ssDAF-12/GRIP1 lit1-tk-luc reporter, luminescence; % of 3 µM dafachronic acid response; activation, % at 6.8 µM; actives 1% (n = 370,000); AID 652126;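 active means activation above the mean over all tested compounds plus 3 SD, cut at about 0.9% in these data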;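 further: 0% = DMSO-only wells and 100% = 3 µM delta7-dafachronic acid wells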
DAX1 inh-2: DAX1 (NR0B1) inhibition, primary screen; HEK293T StAR-luciferase reporter, SF-1/DAX-1 repression relief; actives 1.1% (n = 370,000); AID 652010; inhibition, % at 6.8 µM;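 active means inhibition above the mean over all tested compounds plus 3 SD, cut at about 3.6% in these data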;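 further: 0% = DAX-1 cells with DMSO and 100% = cells lacking DAX-1 with DMSO; higher inhibition means more luminescence from relief of DAX-1 repression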
SMARCA2 activ: increases SMARCA2 function in MMTV reporter cells | MG213 cells, MMTV-luciferase reporter, dexamethasone, overnight | activation, % at 9.1 µM | actives 1% (n = 370,000) | AID 652017; in the data active means activation above about 7.8%;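 further: 0% = vehicle wells and 100% = reference activator wells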
* = called active by the depositor; . = not tested or not shown. Rows are unselected (roughly 7% active in at least one column).

SMILES	hgDAF-12 ag	PLCb3 inh	HGIII-sPLA2 inh	GAA850 FXN act	NR1D1 modulator	PG9 binder	DAX1 inh-1	hcDAF12 agonist	ssDAF12 agonist	DAX1 inh-2	SMARCA2 activ
CC(C)(C)c1ccc(NC(=S)NCc2cccs2)cc1	7.0	5.3	-13.5	2.5	0.0	0.1	-0.3	0.2	-0.9	-0.4	2.7
COc1ccc(C(=O)CSc2nccc(=O)[nH]2)cc1	1.6	-3.7	-1.9	-0.6	2.1	0.3	-0.3	-0.6	-0.6	-0.9	1.7
COc1ccc(NC(=O)C2C(=O)N(C)C3(C)CC2c2ccccc2O3)cc1 (stereo unspecified)	2.8	-0.4	-3.9	1.3	-1.2	0.7	-0.7	0.1	-1.8	0.0	2.5
Cc1ccc(COn2c(-c3ccc(Cl)cc3)nc3ccc([N+](=O)[O-])cc32)cc1	10.4	-1.3	-8.9	4.5	-4.8	1.2	4.7*	2.1	1.1*	2.7	8.2*
O=C(C1CCCCC1)N1CCN(c2ccccc2F)CC1	1.4	-3.1	-4.2	-0.6	-4.7	5.5	-0.3	-1.9	-1.0	0.2	-2.0
COc1ccc(N(CC(=O)NC2CCCCC2)C(=O)CCC(=O)Nc2nc(C)cs2)cc1OC	-0.2	-5.6	4.9	2.1	-4.6	0.9	2.3	0.1	-0.6	0.0	0.8
Cc1ccc(Nc2c(-c3ccc(C)o3)nc3ncccn23)cc1	1.2	-281.9	2.1	3.5	0.0	-5.6	3.1	-2.0	-1.8	0.1	4.4
CCOc1nc(N2CCCCC2)nc(-n2cc(-c3ccccc3)nn2)n1	-0.3	2.5	2.4	-1.8	-4.4	1.1	0.6	-2.4	-0.9	0.5	0.2
O=C(CNS(=O)(=O)c1ccccc1F)NNC(=O)c1ccc(Br)cc1	1.1	-1.0	-0.5	2.3	2.9	1.1	0.8	0.8	-1.1	-1.1	-1.4
CC(=O)N1CCc2cc(S(=O)(=O)NCC(=O)NCc3ccccc3Cl)ccc21	-0.8	-4.6	-2.0	-2.6	0.6	-1.1	-0.8	-2.0	-1.1	0.0	3.1
Cc1ccc2c(CN3CCCCC3)cc(=O)oc2c1C	2.8	-8.8	4.0	2.5	11.2	0.5	-0.9	0.2	-0.8	0.5	3.3
CCOC(=O)C1=C(COC(=O)CCc2ccccc2)NC(=O)NC1C (stereo unspecified)	-0.9	-6.1	8.7	0.3	-6.0	-1.2	-0.4	-2.4	-1.1	-1.6	-5.0
CCOC(=O)c1cc(C#N)c(N2CCCCC2)nc1-c1ccccc1	-0.2	-211.8	-10.7	1.1	0.8	-0.8	-0.4	-1.7	-1.5	-2.1	-2.0
c1ccc2c3c([nH]c2c1)CCNC3	3.0	-23.0	-2.8	0.8	-6.3	2.0	-0.3	4.1	0.2	-0.2	0.9
COc1cc(S(=O)(=O)Nc2cccnc2)ccc1F	1.5	3.4	-4.3	2.2	3.1	-0.7	-0.1	-0.8	-1.0	-0.7	1.5
O=C1CC(SCc2nc3ccccc3[nH]2)C(=O)N1c1cccc(F)c1 (stereo unspecified)	3.9	-180.5	-8.2	0.9	0.0	1.0	1.5	2.2	0.6	1.0	1.9
S=C(NCc1ccccc1)NC1CCCc2ccccc21 (stereo unspecified)	1.0	-1.4	6.7	-1.0	3.8	-2.2	.	-1.8	-0.7	-0.3	-7.2
S=C(NCCc1ccccc1)Nc1c(Cl)cccc1Cl	0.8	-4.2	10.2	1.4	-5.1	-1.0	3.5	0.8	-1.0	0.6	-0.6
N#Cc1c(NC(=O)c2cc(C3CC3)on2)sc2c1CCC2	3.9	-0.1	6.8	-3.4	-3.5	0.2	-0.8	-0.2	-1.4	0.5	-1.4
COc1ccc(N2CCN(CC(=O)Nc3cccc(S(=O)(=O)N4CCOCC4)c3)CC2)cc1	2.8	1.8	9.1	-0.8	9.2	-1.3	0.4	-1.9	-1.4	-0.7	-5.1
Cc1cc(NC(=O)CCC(=O)N(c2ccc(F)cc2)C(C(=O)NC2CCCC2)c2ccc(C)o2)no1 (stereo unspecified)	2.2	2.2	-1.8	1.4	-2.9	-4.4	-0.4	-1.5	-0.9	-0.3	0.8
CCN(CCCNC(=O)CCc1nc(-c2ccc(C)cc2)no1)c1cccc(C)c1	-1.6	1.8	0.2	0.6	4.7	0.8	-0.8	-0.9	-1.6	-0.5	0.8
Nc1nonc1-n1nnc(C(=O)N/N=C/c2ccc(F)cc2)c1-c1ccc2c(c1)OCO2	0.7	-13.9	-3.7	-1.9	6.2	0.0	0.1	-0.9	-0.8	0.6	4.0
Cc1cc(C(=O)OCC(=O)Nc2ccc(S(N)(=O)=O)cc2)c2ccccc2n1	1.7	-1.9	-1.4	0.9	-5.7	0.6	-0.8	-0.5	-1.1	-0.5	-0.4
COc1ccc(-c2csc(-c3ccc(C(=O)O)cc3)n2)cc1	11.7*	-405.8	-4.2	9.8*	-7.0	-0.8	3.5	4.0	0.6	4.7*	1.6
CC1c2cccn2CCN1S(=O)(=O)c1ccc(F)cc1 (stereo unspecified)	0.8	-13.1	-15.1	1.0	-3.1	0.1	0.7	-0.9	0.1	-0.8	1.2
CCc1nc2ccccc2c(C(=O)OCC(=O)NC(=O)c2cccn2C)c1C	1.0	-26.6	-10.3	6.5	6.8	-1.4	1.0	1.8	-1.4	0.6	1.6
COC(=O)C1C(=O)NC(SC)=C(C#N)C1c1ccccc1 (stereo unspecified)	-0.9	-2.8	2.5	7.3	5.2	2.7	0.3	-1.2	-1.1	-0.7	-0.7
CCC1(c2ccc(F)cc2)NC(=O)N(CC(=O)Nc2cc(C)on2)C1=O (stereo unspecified)	1.1	-2.7	7.0	1.0	-3.4	-1.9	0.1	-2.0	-1.1	0.0	-2.3
CC(C)(CC(=O)O)Cc1nc(-c2ccc(Cl)cc2)no1	-0.3	-1.0	18.6	1.9	-0.7	1.4	0.3	0.6	-1.1	0.0	-2.8
CCCn1c(SCC(=O)N2CCCC(C)C2)nnc1-c1cccnc1 (stereo unspecified)	0.2	1.1	0.2	1.5	-0.4	0.5	-0.3	-1.0	-1.2	0.1	-0.6
COc1ccc(CCNC(C)=O)cc1	-1.2	-1.5	11.7	-0.6	6.3	-0.4	0.7	3.1	-1.3	-0.1	-2.2
O=C(COC(=O)CNC(=O)c1cccc(Br)c1)Nc1nnc(-c2ccccc2)o1	5.7	-3.0	1.1	0.8	3.6	-2.0	0.6	-0.1	-1.4	0.0	6.0
O=C(/C=C\Nc1ccc2c(c1)OCO2)c1ccccn1	-7.7	-60.3	-8.9	-10.7	28.3*	-1.5	-5.5	-2.8	-2.5	-1.4	-2.4
O=C(O)C1Cc2ccccc2CN1C(=O)COc1ccc(Cl)cc1Cl (stereo unspecified)	1.3	-1.9	-8.9	2.4	3.7	-1.9	0.8	0.2	-1.0	0.6	-1.2
O=C(c1ccc2ccccc2n1)N(CCO)Cc1ccccc1	-1.0	-0.2	2.1	0.4	4.9	0.7	0.6	-0.3	-0.8	0.1	-4.3
CC(NC(=O)COC(=O)C1CCN(c2ccc(C(F)(F)F)cn2)CC1)c1ccc(Br)cc1 (stereo unspecified)	3.4	-5.4	-14.2	-0.7	7.5	-1.4	0.3	1.3	-0.4	2.0	2.2
CC1(C)CC2(CC(C)(C)N1)OC(=O)N1CCc3ccccc3C12C (stereo unspecified)	1.6	1.4	-5.1	1.0	4.5	-0.3	4.2*	0.8	0.1	-0.9	-0.7
Cc1ccc(NC(=O)C(NCc2ccccn2)c2ccccc2)cc1 (stereo unspecified)	1.0	-10.3	8.4	3.4	-6.9	-0.4	1.0	0.0	-1.5	0.7	3.4
O=S1(=O)C=C[C@@H](COCc2ccccc2)N1Cc1ccc(Br)cc1	0.1	-3.2	-6.2	.	6.0	2.1	.	-0.3	-0.7	-0.6	-3.0
CCn1c(C)nc2cc(C#N)ccc21	-0.4	-0.1	0.6	1.1	4.3	-0.7	0.6	3.6	-1.8	-0.3	-0.6
CCCCCCCCCCCCCCCC(O)C[N+](C)(C)CCO (stereo unspecified)	-4.0	4.5	-0.2	-1.6	-1.2	-1.3	0.8	-1.6	-1.5	-0.6	3.3
O=C(NCCc1ccc(Cl)cc1)C1CCN(C(=O)N2CCOc3ccccc32)CC1	-5.5	0.9	-8.3	-0.2	-4.8	-0.8	0.8	-2.3	-1.6	-1.7	-1.1
COc1cc(CNCC(C)C)cc(Br)c1OCC(=O)Nc1ccccc1	-1.9	1.4	-7.1	-2.8	-0.1	-1.2	-0.5	-0.5	-1.4	-0.3	-3.7
COC(=O)Cc1c(C)c2ccc(OCC(=O)N3CCC(C)CC3)c(C)c2oc1=O	-2.1	-79.2	-0.3	0.8	1.1	-2.0	-0.3	-2.2	-1.3	-3.4	0.5
CC1=CC(C)C(=O)N(C)C(C)=C1 (stereo unspecified)	-0.2	0.9	0.7	0.3	2.7	-0.8	0.8	0.3	-0.8	0.7	-3.3
COc1ccc(S(=O)(=O)N(C)c2ccc(C(=O)N3CCCCC3)cc2)cc1	-3.9	-0.1	-3.9	0.1	-0.5	-3.6	0.2	-0.7	-1.4	-3.2	-3.4
COc1ccccc1CC(=O)N1CCCc2ccccc21	-3.9	0.7	-0.2	-0.1	1.2	1.6	1.4	-0.6	-0.7	-0.2	-1.9
COc1cccc(NC(=S)NN=C2CCC(C(C)(C)C)CC2)c1 (stereo unspecified)	3.8	-6.2	4.1	2.2	-4.2	0.2	-0.6	-0.5	-0.8	-0.4	0.8
N#Cc1cc(C(=O)c2cc(Br)ccc2O)cn(C2CC2)c1=O	2.1	-1.0	0.5	1.9	3.6	0.5	-0.1	-0.2	-1.3	-0.3	0.7
More compounds:
SMILES	hgDAF-12 ag	PLCb3 inh	HGIII-sPLA2 inh	GAA850 FXN act	NR1D1 modulator	PG9 binder	DAX1 inh-1	hcDAF12 agonist	ssDAF12 agonist	DAX1 inh-2	SMARCA2 activ
Cc1ccc(S(=O)(=O)N2CCN(C(=O)CCn3cncn3)CC2)cc1C	2.9	-7.7	5.5	-2.8	1.2	2.3	0.7	-0.3	-0.7	0.0	0.2
O=C(NCc1ccccc1Cl)C1CCN(C(=O)c2sccc2-n2cccc2)CC1	3.9	0.2	-1.2	-2.2	1.4	-1.4	2.5	-0.4	-1.9	1.1	-3.0
CCOn1c(=O)c(=O)n(OC)c2ccccc21	2.8	-5.0	0.9	0.6	6.7	3.5	1.6	0.9	-1.4	0.3	0.8
O=C(CCn1cccc1)NC1CCCc2ccccc21 (stereo unspecified)	-0.9	0.6	-2.7	2.0	-0.2	1.1	-1.8	-1.6	-0.8	1.2	-3.9
CCOc1ccc(OCCC(=O)OCC(=O)Nc2cccc(S(=O)(=O)N3CCCCC3)c2)cc1	-1.0	5.6	-45.2	2.4	5.6	0.8	0.3	-0.2	-0.8	1.1	0.0

Screens as filed in PubChem.
